Bim-Mcl-1: inhibitors of Bim peptide binding to Mcl-1, primary screen, biochemical, bead-based flow cytometry, multiplex. Induced myeloid leukemia cell differentiation protein Mcl-1 (Homo sapiens), Q07820. Bim peptide-Mcl-1 binding. inhibition, % at 10 µM. actives 0.1% (n = 190,000). AID 1009, 2008;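 further: 0% = no compound tracer wells and 100% = peptide blocker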
RGS8-Gao: RGS8-Galphao binding modulators, primary screen, biochemical, multiplexed bead flow cytometry. Guanine nucleotide-binding protein G(o) subunit alpha (Homo sapiens), P09471. actives lie on both sides. response (percent of control binding), % at 10 µM. actives 0.34% (n = 220,000). AID 1423, 2008; in the data active means response below about 60% or above about 140%; inactive means in between;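 further: Galphao activated as the GDP aluminium fluoride complex binding bead-coupled RGS8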
Target sequence (P09471 whole entry, looked up): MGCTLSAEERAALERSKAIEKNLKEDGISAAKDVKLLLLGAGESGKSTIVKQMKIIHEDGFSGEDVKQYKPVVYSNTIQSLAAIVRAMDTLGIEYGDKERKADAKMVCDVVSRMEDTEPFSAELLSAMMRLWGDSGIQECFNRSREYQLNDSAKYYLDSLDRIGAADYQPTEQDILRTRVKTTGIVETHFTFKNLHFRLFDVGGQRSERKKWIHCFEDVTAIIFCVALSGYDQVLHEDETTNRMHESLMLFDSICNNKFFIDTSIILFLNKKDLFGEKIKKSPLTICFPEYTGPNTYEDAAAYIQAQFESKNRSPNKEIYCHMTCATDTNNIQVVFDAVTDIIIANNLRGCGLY
Bcl-B Bim block: inhibitors of Bim-Bcl-B binding, primary screen, biochemical, multiplexed, human Bcl-2 family | Bcl-2-like protein 10 (Homo sapiens), Q9HD36 | bead-based flow cytometry, Bim peptide-Bcl-B binding | inhibition, % at 10 µM | actives 0.073% (n = 190,000) | AID 951, 2007;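 further: 0% = tracer peptide without compound and 100% = reference inhibitor peptide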
Bcl-W Bim block: inhibitors of Bim binding to Bcl-W, primary screen, biochemical, multiplexed, bead-based flow cytometry | Bim peptide-Bcl-W binding | inhibition, % at 10 µM | actives 0.02% (n = 190,000);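 further: 0% = bound tracer without compound and 100% = peptide blocker; higher means less fluorescent Bim peptide bound to Bcl-W beads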
Target sequence (Q92843 whole entry, looked up): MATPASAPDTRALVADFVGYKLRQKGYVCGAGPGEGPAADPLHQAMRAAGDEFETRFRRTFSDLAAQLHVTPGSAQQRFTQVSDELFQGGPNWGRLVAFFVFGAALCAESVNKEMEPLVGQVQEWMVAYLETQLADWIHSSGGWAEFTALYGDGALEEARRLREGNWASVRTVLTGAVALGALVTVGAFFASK
ABCB1 block: ABCB1 efflux pump inhibitors, primary screen, cell-based, multiplex, flow cytometry, ABCG2 counter-screen. inhibition, % at 6.6 µM. AID 1326, 2008. actives 0.067% (n = 190,000). ATP-dependent translocase ABCB1 (Homo sapiens), P08183. CCRF-Adr cells, JC-1 efflux; in the data active means inhibition above about 40%;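 further: 0% = vehicle and 100% = reference inhibitor; higher value means more JC-1 retained so stronger ABCB1 efflux block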
Bim-Bcl-XL: inhibitors of Bim-Bcl-XL binding, primary screen, biochemical, multiplexed, bead flow cytometry, human Bcl-XL | Bcl-2-like protein 1 (Homo sapiens), Q07817 | Bim peptide-Bcl-XL binding, fluorescence | inhibition, % at 10 µM | actives 0.04% (n = 190,000)
Target sequence (Q07817 whole entry, looked up): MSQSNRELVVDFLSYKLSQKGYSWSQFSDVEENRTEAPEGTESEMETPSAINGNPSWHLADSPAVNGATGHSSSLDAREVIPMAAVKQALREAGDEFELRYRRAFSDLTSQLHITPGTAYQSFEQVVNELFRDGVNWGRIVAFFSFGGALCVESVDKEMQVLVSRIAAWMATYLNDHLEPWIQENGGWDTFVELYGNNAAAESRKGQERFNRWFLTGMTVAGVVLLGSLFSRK
RGS7-Gao: RGS7-Galphao binding modulators, primary screen, biochemical, multiplexed bead flow cytometry; Guanine nucleotide-binding protein G(o) subunit alpha (Homo sapiens), P09471; actives lie on both sides; binding response (% of control), % at 10 µM; actives 0.35% (n = 220,000); AID 1439, 2008; in the data active means binding response below about 49% or above about 150%; inconclusive means no clear call, values can overlap the other calls; inactive means in between;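 further: fluorescent Galphao held in activated GDP-AlF4 state binding bead-coupled RGS7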
RGS4-Gao reg: modulators of RGS4 binding to Galphao, primary screen, biochemical, multiplexed bead flow cytometry | actives 0.33% (n = 220,000) | actives lie on both sides | Guanine nucleotide-binding protein G(o) subunit alpha (Homo sapiens), P09471 | binding response (% of control), % at 10 µM; in the data active means binding response below about 49% or above about 150%; inactive means in between;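 further: fluorescent Galphao activated with aluminum fluoride binding bead-coupled RGS4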
Bim-Bfl-1: inhibitors of Bim binding to Bfl-1, primary screen, biochemical, multiplexed, bead-based flow cytometry; Bim-Bfl-1 binding inhibition; inhibition, % at 10 µM; actives 0.12% (n = 190,000); AID 1008, 2008;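 further: 0% = wells without compound plus tracer and 100% = blocker peptide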
ABCG2 inh: ABCG2 efflux pump inhibitors, primary screen, multiplex with ABCB1, IgMXP3 cells, flow cytometry; JC-1 efflux; actives 0.1% (n = 190,000); inhibition, % at 6.6 µM; Broad substrate specificity ATP-binding cassette transporter ABCG2 (Homo sapiens), Q9UNQ0; AID 1325, 2008;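 active means inhibition above 80%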;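 further: 0% = DMSO and 100% = nicardipine control wells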
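Times: 10 min at 25 °C | Test system: Two drug-resistant human cell lines, ABCG2 and ABCB1 | Quantity: 3 million cells/mL final, two lines in 1:1 ratio | Signal: Flow cytometry, 530 nm JC-1 signal | Dosing: Compound at 6.6 µM | Controls: Nicardipine and DMSO wells | Reagent: JC-1 as fluorescent efflux pump substrate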
Bcl-2 Bim block: inhibitors of Bim-Bcl-2 binding, primary screen, biochemical, multiplexed, human Bcl-2 family; Bead-based flow cytometry, Bim peptide-Bcl-2 binding; inhibition, % at 10 µM; actives 0.06% (n = 190,000); AID 950, 2007; in the data active means inhibition above about 40%; inconclusive means no clear call, values can overlap the other calls;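 further: 0% = no compound wells with probe peptide and 100% = reference peptide inhibitor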
Target sequence (P10415 whole entry, looked up): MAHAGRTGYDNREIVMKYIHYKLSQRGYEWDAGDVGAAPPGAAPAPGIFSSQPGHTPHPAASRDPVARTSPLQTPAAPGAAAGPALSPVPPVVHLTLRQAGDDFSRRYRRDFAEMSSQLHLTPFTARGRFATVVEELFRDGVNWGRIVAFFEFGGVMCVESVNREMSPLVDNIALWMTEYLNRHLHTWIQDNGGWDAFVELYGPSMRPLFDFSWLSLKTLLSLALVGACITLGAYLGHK
Active calls of the source: *; ? = inconclusive. Unless noted, no stated cut-off is given here; in the data, active means inhibition above about 40%.

SMILES	Bim-Mcl-1	RGS8-Gao	Bcl-B Bim block	Bcl-W Bim block	ABCB1 block	Bim-Bcl-XL	RGS7-Gao	RGS4-Gao reg	Bim-Bfl-1	ABCG2 inh	Bcl-2 Bim block
CCOC(=O)C1(CCCc2ccccc2)CCN(C2CCN(C(C)=O)CC2)CC1	-1	96	-4	-4	1.6	-4	96	96	-5	0	-4
Cc1ccc(S(=O)(=O)c2c(C)cc(C)nc2N2CCOCC2)cc1	-1	98	-4	2	1.9	-1	98	101	-4	7	-1
Cc1ccc(C(=O)c2cc([N+](=O)[O-])ccc2N2CCOCC2)cc1	11	85	6	8	1.1	16	89	92	11	9	9
Cc1cc(C)c(C)c(OCCCN(C)C)c1	-4	108	-1	-1	3.0	-3	104	105	0	14	0
CC(C)C/C=C1\CCc2c([nH]c3ccccc23)C1=O	-1	98	-5	0	0.0	3	97	98	0	16	-3
O=C(c1ccc2c(c1)OCO2)N1CCN(c2ccc(F)cc2)CC1	1	100	0	0	1.3	-3	104	100	0	5	-1
Cc1nn(Cc2ccccc2)c(C)c1NC(=O)CCCn1nc([N+](=O)[O-])cc1C	0	103	0	1	0.3	0	100	99	-6	0	0
O=C(CSc1nnc(CCCOc2ccc(Cl)cc2Cl)o1)Nc1ccc(C(=O)O)cc1	-3	103	-4	-4	0.2	-5	101	101	0	-1	0
O=C1NCC(COCc2ccccc2)O1 (stereo not drawn)	1	101	0	-1	0.6	0	105	104	0	3	6
CCN(CC)S(=O)(=O)c1ccc2oc(SCC(=O)NCc3ccccc3)nc2c1	-4	100	-10	2	1.2	2	99	99	-9	2	-5
CCCc1cc(-c2n[nH]c(=S)n2Cc2ccccc2)cs1	-6	97	-15	-3	-0.3	3	109	96	-13	-1	-16
Cc1ccc(C(C(=O)NC2CCCC2)N(Cc2cccnc2)C(=O)c2snc(C(N)=O)c2N)o1 (stereo not drawn)	-3	94	-1	1	0.5	-1	103	104	-1	2	-1
COC(=O)c1c(N2C(=O)[C@H]3[C@@H](C2=O)[C@]2(C(=O)Nc4c(C)cccc42)N2CCC[C@@H]32)sc(C)c1C	-1	97	-9	-2	-0.2	-2	85	93	-11	-2	-5
O=C1N=C2SCCN2/C1=C\c1ccc(Cl)cc1	0	101	-2	0	0.6	-4	102	100	-1	3	0
COC(=O)c1c(NC(=O)CN2CCN(c3cccc(Cl)c3)CC2)sc(C)c1C	-2	101	-6	-4	1.2	-9	102	99	-9	11	-5
COc1cccc(C(=O)NNc2nc(C)cc(C)n2)c1	-2	93	-5	-3	1.9	-2	100	94	0	6	-2
c1ccc2c3nnc4n(c-3nc2c1)CCCS4	2	102	3	-1	0.9	0	100	100	2	4	1
Fc1ccc(-n2cc(-c3ccccc3)[n+]3c2SCC3)cc1	0	94	1	1	2.1	1	?	91	-3	6	-1
O=C(CCCCCNC(=O)c1ccccc1Cl)N/N=C/c1ccco1	-3	102	-4	0	-1.7	-2	98	98	-4	0	0
CCOc1ccc(NC(=O)CSc2nc3ccccc3c(=O)n2CCCC(=O)N2CCCC2)cc1	-2	92	-10	0	4.8	2	92	93	-15	3	-13

12 successive entries from above:
SMILES	Bim-Mcl-1	RGS8-Gao	Bcl-B Bim block	Bcl-W Bim block	ABCB1 block	Bim-Bcl-XL	RGS7-Gao	RGS4-Gao reg	Bim-Bfl-1	ABCG2 inh	Bcl-2 Bim block
CCOC(=O)C1(CCCc2ccccc2)CCN(C2CCN(C(C)=O)CC2)CC1	-1	96	-4	-4	1.6	-4	96	96	-5	0	-4
Cc1ccc(S(=O)(=O)c2c(C)cc(C)nc2N2CCOCC2)cc1	-1	98	-4	2	1.9	-1	98	101	-4	7	-1
Cc1ccc(C(=O)c2cc([N+](=O)[O-])ccc2N2CCOCC2)cc1	11	85	6	8	1.1	16	89	92	11	9	9
Cc1cc(C)c(C)c(OCCCN(C)C)c1	-4	108	-1	-1	3.0	-3	104	105	0	14	0
CC(C)C/C=C1\CCc2c([nH]c3ccccc23)C1=O	-1	98	-5	0	0.0	3	97	98	0	16	-3
O=C(c1ccc2c(c1)OCO2)N1CCN(c2ccc(F)cc2)CC1	1	100	0	0	1.3	-3	104	100	0	5	-1
Cc1nn(Cc2ccccc2)c(C)c1NC(=O)CCCn1nc([N+](=O)[O-])cc1C	0	103	0	1	0.3	0	100	99	-6	0	0
O=C(CSc1nnc(CCCOc2ccc(Cl)cc2Cl)o1)Nc1ccc(C(=O)O)cc1	-3	103	-4	-4	0.2	-5	101	101	0	-1	0
O=C1NCC(COCc2ccccc2)O1 (stereo not drawn)	1	101	0	-1	0.6	0	105	104	0	3	6
CCN(CC)S(=O)(=O)c1ccc2oc(SCC(=O)NCc3ccccc3)nc2c1	-4	100	-10	2	1.2	2	99	99	-9	2	-5
CCCc1cc(-c2n[nH]c(=S)n2Cc2ccccc2)cs1	-6	97	-15	-3	-0.3	3	109	96	-13	-1	-16
Cc1ccc(C(C(=O)NC2CCCC2)N(Cc2cccnc2)C(=O)c2snc(C(N)=O)c2N)o1 (stereo not drawn)	-3	94	-1	1	0.5	-1	103	104	-1	2	-1

2 of these compounds, reformatted.
c1ccc2c3nnc4n(c-3nc2c1)CCCS4
  Bim-Mcl-1 = 2	RGS8-Gao = 102	Bcl-B Bim block = 3	Bcl-W Bim block = -1	ABCB1 block = 0.9	Bim-Bcl-XL = 0	RGS7-Gao = 100	RGS4-Gao reg = 100	Bim-Bfl-1 = 2	ABCG2 inh = 4	Bcl-2 Bim block = 1
CCCc1cc(-c2n[nH]c(=S)n2Cc2ccccc2)cs1
  Bim-Mcl-1 = -6	RGS8-Gao = 97	Bcl-B Bim block = -15	Bcl-W Bim block = -3	ABCB1 block = -0.3	Bim-Bcl-XL = 3	RGS7-Gao = 109	RGS4-Gao reg = 96	Bim-Bfl-1 = -13	ABCG2 inh = -1	Bcl-2 Bim block = -16

Later entries.
SMILES	Bim-Mcl-1	RGS8-Gao	Bcl-B Bim block	Bcl-W Bim block	ABCB1 block	Bim-Bcl-XL	RGS7-Gao	RGS4-Gao reg	Bim-Bfl-1	ABCG2 inh	Bcl-2 Bim block
CCOc1cnc(C(=O)NNC(=O)C(Br)C(C)C)o1 (stereo not drawn)	-1	100	-3	0	0.7	-3	100	101	-8	2	-3
CCn1c(CCCOc2ccc(Cl)cc2Cl)n[nH]c1=S	-7	101	-13	-4	-0.2	-5	103	104	-3	0	-5
O=C(CN(c1ccccc1F)S(=O)(=O)c1ccccc1)N1CCCCCC1	-7	109	-2	-4	0.8	-1	104	102	0	2	-5
Cc1cccc(/C(N)=N/OC(=O)Cc2cccs2)c1	-5	98	-5	0	0.1	0	98	98	2	1	0
COc1ccc(/C=N/NC(=O)C2C3CCCCC32)cc1OC (stereo not drawn)	0	102	-2	-4	-0.3	-2	106	103	-6	4	-5
CC(C)(C)C(=O)c1no[n+]([O-])c1/C(=N/O)C(C)(C)C	1	101	-4	3	0.2	7	104	99	-12	0	-6
CNC(=O)C(NC(=O)Nc1ccc(C)cc1)C(C)(C)C (stereo not drawn)	0	101	0	1	-0.1	0	101	100	4	11	5
COc1cc(C(=O)OCC(=O)Nc2ccc(SC(F)F)cc2)cc(OC)c1OC	-8	107	-8	-4	0.0	-8	104	106	-2	-1	-7
COC(=O)COC(=O)c1ccc(-n2nnnc2SC)cc1	-3	101	-1	-3	-0.2	-4	100	101	-1	0	0
O=C(CSc1nncs1)N1c2ccccc2Sc2ccccc21	0	99	-1	0	1.1	0	100	101	0	2	-2
COc1ccc(C2=NN(Cc3ccccc3)C3C(=O)NC(=O)C23)cc1 (stereo not drawn)	-5	101	-2	-3	0.5	-3	?	99	4	-1	0
COc1ccccc1/C=N/n1c(N)c(C(=O)NC2CCCCC2)c2nc3ccccc3nc21	-6	95	-10	-2	0.0	-9	99	94	-13	1	-10
Cc1ccccc1OCCSCc1nc2ccccc2[nH]1	-3	106	-8	-4	0.8	-4	103	101	-14	20	-11
COc1ccc2ccccc2c1/C=N/NC(=O)CC1(C)OCCCO1	-4	87	-7	-3	0.6	-3	94	97	-2	8	-3
C[C@H](N)c1nnc(SCC(=O)c2ccc(Cl)cc2)o1	-1	97	-9	4	0.1	-6	103	98	-12	1	-10
CCOC(=O)Cn1nc(C)c(NC(=O)c2cccc([N+](=O)[O-])c2)c1C	-1	103	-5	-6	0.5	-6	110	107	-8	1	-4
Cn1c(COc2ccccc2)nnc1SCC(=O)Nc1ccc(N2CCOCC2)c(Cl)c1	-2	102	-1	-1	0.5	1	99	101	-2	2	-3
O=C(c1ccc2c(=O)n3c(nc2c1)CCCCC3)N1CCN(C(c2ccccc2)c2ccccc2)CC1	-2	100	-3	-2	1.7	-4	96	96	0	2	-2
CCOC(=O)c1[nH]c2ccc(F)cc2c1NC(=O)c1cc(OC)c(OC)c(OC)c1	0	103	-7	1	1.4	-8	100	101	-12	16	-10
Oc1cccc2cc3cccc(O)c3c(O)c12	1	100	0	-3	-0.5	0	?	92	5	-1	3
CS(=O)(=O)Nc1ccccc1C(=O)Nc1cccc(Cl)c1	1	101	3	2	1.0	-2	94	100	0	7	1
CC1=NNC(=O)C1CCC(=O)N/N=C(/C)c1ccc([N+](=O)[O-])cc1 (stereo not drawn)	-3	106	-7	-2	1.3	-8	104	105	-19	3	-12
Cc1ccc(SCC(=O)NCC(C)C)cc1	-8	101	-6	-3	-0.6	-3	100	103	-1	-1	-4
CC(=O)Nc1cccc(NC(C)=C(C#N)C#N)c1	-1	98	0	-2	0.3	-2	99	97	-2	3	-3
CCSc1nnc(NC(NC(C)=O)(C(F)(F)F)C(F)(F)F)s1	-1	104	-8	-2	0.3	0	101	101	-1	3	-3
C=CCn1c(SCC(=O)Nc2c(C)n(C)n(-c3ccccc3)c2=O)nc2sc(C)c(C)c2c1=O	0	104	-9	-4	0.3	0	105	104	-14	1	3
CCOc1ccccc1N(CC(=O)NC1CCCCC1)S(C)(=O)=O	0	98	-5	1	1.2	-3	99	99	-16	18	-8
COc1ccc(S(=O)(=O)N/N=C(/C)c2ccc(Cl)cc2)cc1	2	100	-1	0	0.0	3	102	101	-1	0	1
COCCCn1c(C)nc2c(c1=O)c1nc3ccccc3nc1n2CCc1ccccc1	1	104	0	1	1.6	1	98	104	1	7	-2
CC1(C)CC(=O)C2=C(C1)NCN(Cc1ccc3c(c1)OCO3)C2	-4	101	-7	-2	0.2	-9	99	101	-13	1	-7
